PglD DTNB – blocks C. jejuni PglD acetyltransferase activity | purified PglD enzyme, DTNB colorimetric CoA detection | inhibition, % at 12.5 µM | 0.098% of 360,000 active; in the data active means inhibition above about 16%, passing the limit was not always enough; inconclusive means no clear call, values can overlap the other calls; further: strong numbers were not always called active
ERp5 block – ERp5 (human) disulfide isomerase inhibition; inhibition, % at 9.99 µM; ERp5 insulin aggregation, absorbance 650 nm, 90 min; 0.05% of 350,000 active; AID 651711;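 active means mean replicate inhibition above about 25%, with every replicate also reaching it, limit read from the data, passing the limit was not always enough; inconclusive means only one of those two criteria met; inactive means neither criterion met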
S100A4 MyoIIA – inhibitors of human S100A4 binding to myosin IIA peptide | inhibition, % at 10.7 µM | S100A4/TAMRA-MyoIIA peptide fluorescence polarization | AID 652163 | 0.14% of 360,000 active | P26447;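 active means mean inhibition of at least 70% across replicates, with every replicate also reaching that level; inconclusive means mean inhibition reaches 70% but some replicates fall short; inactive means mean inhibition below 70%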
Target sequence (P26447 whole entry, looked up): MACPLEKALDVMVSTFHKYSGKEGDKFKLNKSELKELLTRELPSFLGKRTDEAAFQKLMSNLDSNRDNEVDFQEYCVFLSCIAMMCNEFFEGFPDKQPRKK
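Material: human S100A4 monomer with TAMRA-labelled myosin IIA peptide; buffer or medium: HEPES pH 7.2 with CaCl2, KCl, NaCl, DTT, Triton; compound dosing: one concentration per compound; schedule: 5 min incubation before reading; benchmarks: neutral control DMSO, positive control TFP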
C2C12 statin – suppression of simvastatin myotoxicity; 0.78% of 330,000 active; C2C12 myotubes + simvastatin, ATP luminescence, 48 h; scaled: DMSO 0, geranylgeraniol control 100; rescue of ATP level, % at 7.49 µM;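 active means mean ATP rescue above about 67%, or every replicate alone reaching that limit, limit read from the data, passing the limit was not always enough; inconclusive means no clear call, values can overlap the other calls; inactive means mean under the limit and some replicate under it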;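 further: myotubes were challenged with 10 µM simvastatin during compound exposure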
DENV2 CPE rescue – inhibitors of DENV2 cytopathic effect. DENV2-infected cells, cytopathic effect rescue, plate reader. CPE inhibition, % at 9.99 µM. 1.7% of 350,000 active; in the data active means CPE inhibition above about 20%, passing the limit was not always enough; inconclusive means no clear call, values can overlap the other calls; tested in BHK-21 cells;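 further: 0% = median of neutral control wells and 100% = median of positive control wells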
SIRT5 inh – blocks human SIRT5 desuccinylation of peptide; Purified SirT5, succinyl-peptide AMC, trypsin-coupled fluorescence; inhibition, % at 15 µM; 1.1% of 330,000 active; Q9NXA8; in the data active means inhibition above about 15%; inconclusive means no clear call, values can overlap the other calls
Target sequence (Q9NXA8 whole entry, looked up): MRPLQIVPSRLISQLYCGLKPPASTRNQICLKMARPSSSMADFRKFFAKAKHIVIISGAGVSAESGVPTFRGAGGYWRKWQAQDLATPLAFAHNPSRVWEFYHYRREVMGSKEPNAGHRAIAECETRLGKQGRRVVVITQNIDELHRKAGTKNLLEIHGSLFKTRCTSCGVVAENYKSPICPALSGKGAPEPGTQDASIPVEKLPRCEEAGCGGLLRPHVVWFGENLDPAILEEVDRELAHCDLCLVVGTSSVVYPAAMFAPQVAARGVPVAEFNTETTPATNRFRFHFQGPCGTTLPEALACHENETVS
E-selectin induc – induces E-selectin expression in human endothelial cells; HUVEC E-selectin immunofluorescence imaging; normalized: neutral wells 0, TNF-alpha wells 100; activation, % at 7.58 µM; 0.37% of 260,000 active;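 active means mean E-selectin-positive cell signal at least 10% of the positive control, reached in at least 60% of replicates, without over 20% cell loss; inconclusive means no rule given, readout overlaps actives, possibly toxicity-flagged; inactive means the rest, including those meeting only one limit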;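 further: in these data hits start at about 27%; measured in HUVEC primary endothelial cells; signal is the percent of cells scored E-selectin positive by PE staining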
Target sequence (P16581 whole entry, looked up): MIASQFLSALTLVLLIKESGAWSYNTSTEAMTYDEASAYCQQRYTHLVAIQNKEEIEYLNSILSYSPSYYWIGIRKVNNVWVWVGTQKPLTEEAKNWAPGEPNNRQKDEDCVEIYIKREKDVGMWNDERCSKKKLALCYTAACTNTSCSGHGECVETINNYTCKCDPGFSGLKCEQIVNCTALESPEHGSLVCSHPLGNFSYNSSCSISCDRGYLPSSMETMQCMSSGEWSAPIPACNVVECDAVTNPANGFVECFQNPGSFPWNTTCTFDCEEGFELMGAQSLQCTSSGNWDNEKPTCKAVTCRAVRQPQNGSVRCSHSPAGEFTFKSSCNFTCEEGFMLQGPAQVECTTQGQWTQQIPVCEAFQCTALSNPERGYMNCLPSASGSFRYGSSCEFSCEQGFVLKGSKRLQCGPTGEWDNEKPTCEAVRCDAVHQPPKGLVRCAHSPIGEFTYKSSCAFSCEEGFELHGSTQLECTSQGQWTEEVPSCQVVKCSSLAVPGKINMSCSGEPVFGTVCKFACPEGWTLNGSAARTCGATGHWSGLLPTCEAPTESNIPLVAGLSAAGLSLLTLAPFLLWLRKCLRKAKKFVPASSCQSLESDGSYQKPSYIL
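System: HUVEC / Compound: single concentration / Signal: immunofluorescence imaging / Read-out: percent E-selectin-positive cells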
Numbers without * were called inactive; ? = inconclusive; nt = no result given. The list is partial; the hit share may differ from the screen's.

nr	Molecule	PglD DTNB	ERp5 block	S100A4 MyoIIA	C2C12 statin	DENV2 CPE rescue	SIRT5 inh	E-selectin induc
1	O=C1CCc2cc(S(=O)(=O)NC(Cc3ccccc3)C(=O)NC3CCCC3)ccc2N1 (configuration not stated)	-3	0	-10	0	4	nt	nt
2	CC(=O)N(C)c1ccc(NC(=O)Nc2ccccc2C)cc1	11	3	-3	14	-1	-6	nt
3	CC(C)(C)OC(=O)NCc1ccc(CNC(=O)c2[nH]cnc2C(=O)N[C@@H](Cc2ccccc2)C(=O)OCc2ccccc2)cc1	-5	2	-2	12	?	4	nt
4	Cc1cc(C(F)(F)F)n(-c2nc(C(=O)Nc3cccnc3)cs2)n1	3	5	1	-4	6	-4	nt
5	Cc1cccc(/C=N/NC(=O)c2ccc(NC(=O)c3ccccc3Cl)cc2)n1	12	3	-6	-8	1	-2	0.0
6	Cc1ccc(S(=O)(=O)N2CCOCC2)cc1C(=O)Nc1cc(Cl)ccc1N1CCOCC1	-5	-4	10	-2	-2	-1	-0.2
7	CC(C)CC(c1nnnn1C1CCCC1)N1CCC(C(N)=O)CC1 (configuration not stated)	nt	-3	6	nt	-3	3	nt
8	O=C1COc2ccc(S(=O)(=O)N3CCCCC3)cc2N1	-3	-3	2	6	-6	2	-0.1
9	COc1cc(CN2C[C@@H](CO)O[C@@H](n3cnc4c(NC5CCC5)ncnc43)C2)cc(OC)c1OC	-6	-9	-2	-4	-4	-7	0.7
10	CC(=O)c1ccc(N2CCN(C(C)C(=O)Nc3ccc4c(c3)OCCO4)CC2)cc1 (configuration not stated)	-1	0	-1	5	-2	-1	nt
11	C[C@H]1CN([C@@H](C)CO)C(=O)c2cccc(N(C)C)c2O[C@@H]1CN(C)Cc1ccc(-c2ccccc2)cc1	6	-3	2	54	2	9	nt
12	CC(=O)N(C)C[C@H]1Oc2cc(C#Cc3ccccc3)ccc2S(=O)(=O)N([C@H](C)CO)C[C@H]1C	0	-2	1	27	-3	7	0.1
13	Cc1ccc(S(=O)(=O)N2CCN(C(=O)COC(=O)c3ccc(Cl)c(S(N)(=O)=O)c3)CC2)c(C)c1	3	-4	-13	4	2	-1	1.1
14	C[C@H](CO)N1C[C@H](C)[C@@H](CN(C)C(=O)Nc2ccnc(N3CCOCC3)c2)OCc2ccccc2-c2c(n(C)c3ccccc23)C1=O	nt	0	21	nt	-11	-6	-0.5
15	COc1ccc(CCC(=O)N/N=C\c2cccs2)cc1	nt	-2	-1	nt	-5	1	3.0
16	CN(C)CC(=O)N[C@@H]1CC[C@@H](CCNC(=O)Nc2ccc(C(F)(F)F)cc2)O[C@H]1CO	0	12	14	-10	4	-8	-0.3
17	CC(C)c1ccc(NC(=S)NCCc2c[nH]c3ccccc23)cc1	7	10	-6	11	-1	nt	nt
18	N#C/C(=C/c1ccc(C(=O)O)cc1)C(=O)Nc1ccccc1	nt	1	4	nt	1	-5	nt
19	Cc1cc(C(=O)OCC(=O)NC(C)C)c2ccccc2n1	1	0	-14	nt	-4	-2	0.1
20	CC1CC(C)CN(CC(=O)NNC(=O)COc2ccc(Cl)cc2)C1 (configuration not stated)	-6	6	-2	7	3	-4	nt
21	CO[C@H]1CN(C)C(=O)c2cc(NC(=O)c3ccccc3F)ccc2OC[C@H](C)N(CC2CC2)C[C@H]1C	-1	-3	-5	-3	1	-1	0.1
22	O=C1c2cc(S(=O)(=O)NCCO)ccc2-c2ccc(S(=O)(=O)NCCO)cc21	nt	-11	-2	-12	6	-1	nt
23	C[C@@H]1CCCCO[C@@H](CN(C)Cc2ccc(C(=O)O)cc2)[C@@H](C)CN([C@@H](C)CO)C(=O)c2cc(NC(=O)Nc3ccccc3)ccc2O1	-2	-3	-19	52	-5	3	nt
24	Cc1ccc(S(=O)(=O)Nc2ccc3c(c2)C(=O)N([C@H](C)CO)C[C@@H](C)[C@H](CN(C)S(=O)(=O)c2ccc(Cl)cc2)OCCCC[C@@H](C)O3)cc1	3	nt	nt	nt	-16	nt	0.9
25	CCc1ccc(/C=C/C(=O)c2ccc(S(=O)(=O)N(C)C)cc2)cc1	2	1	-3	0	19	-4	-1.2
26	C[C@@H]1CCCCO[C@H](CN(C)S(=O)(=O)c2cccs2)[C@@H](C)CN([C@@H](C)CO)C(=O)c2cc(NS(=O)(=O)c3ccc(Cl)cc3)ccc2O1	-4	-9	5	nt	4	0	nt
27	C[C@@H]1C=CCCO[C@]12C(=O)Nc1ccccc12	nt	-1	0	nt	-5	1	-0.3
28	O=C(O)CCSc1ccccn1	nt	4	15	-8	-1	0	nt
29	COc1cccc(-c2ccc3c(c2)[C@@H]2[C@@H](CCN2C(=O)c2ccccn2)[C@@H](CO)N3)c1	-2	-11	29	6	2	3	-0.3
30	Cc1ccc(S(=O)(=O)N2CC3(O)CN(C(=O)OC(C)C)N(C(=O)OC(C)C)CC3(OC(=O)NC3CC3)C2)cc1 (configuration not stated)	nt	-2	-13	nt	-6	nt	-0.1

Exported with values under each structure: part of the list above.
Screens in order – PglD DTNB	ERp5 block	S100A4 MyoIIA	C2C12 statin	DENV2 CPE rescue	SIRT5 inh	E-selectin induc
23: C[C@@H]1CCCCO[C@@H](CN(C)Cc2ccc(C(=O)O)cc2)[C@@H](C)CN([C@@H](C)CO)C(=O)c2cc(NC(=O)Nc3ccccc3)ccc2O1
→ -2	-3	-19	52	-5	3	nt
24: Cc1ccc(S(=O)(=O)Nc2ccc3c(c2)C(=O)N([C@H](C)CO)C[C@@H](C)[C@H](CN(C)S(=O)(=O)c2ccc(Cl)cc2)OCCCC[C@@H](C)O3)cc1
→ 3	nt	nt	nt	-16	nt	0.9
25: CCc1ccc(/C=C/C(=O)c2ccc(S(=O)(=O)N(C)C)cc2)cc1
→ 2	1	-3	0	19	-4	-1.2

(further entries)
nr	Molecule	PglD DTNB	ERp5 block	S100A4 MyoIIA	C2C12 statin	DENV2 CPE rescue	SIRT5 inh	E-selectin induc
31	O=C(Nc1ccc2c(c1)OCCO2)C(C1CC1)N1CCC(Cc2ccccc2)CC1 (configuration not stated)	-1	2	-7	-6	-6	-2	0.1
32	CC(N)c1csc(Nc2cc(Oc3ccccc3)ncn2)n1 (configuration not stated)	0	-4	-5	28	-5	-14	-0.7
33	CN(C)CCNC(=O)c1nn(C)c2c1CCc1ccccc1-2	-2	-15	-1	-2	3	-5	-0.3
34	CO[C@@H]1CN(C)C(=O)c2ccc(NC(C)=O)cc2OC[C@H](C)N(C(=O)C2CCOCC2)C[C@@H]1C	-5	-2	-23	0	-1	-1	0.3
35	COc1ccc(N2CCN(Cc3nnnn3C3CCCCC3)CC2)cc1	-1	1	1	19	8	-8	6.6
36	CCOC(=O)c1cc(=O)c2ccc(OCC(=O)Nc3ccccc3)cc2o1	nt	-7	-4	nt	3	nt	-0.2
37	CCOc1ccccc1/C=C/c1onc(C)c1S(=O)(=O)N1CCC(C(=O)N(CC)CC)CC1	-5	0	-2	3	5	-5	1.9
38	Cc1ccccc1NC(=O)OCc1ccccc1	-5	0	-4	-7	1	0	0.2
39	Cc1cc(NC(=O)CSCC(=O)NC(C)c2ccccc2)no1 (configuration not stated)	-6	2	4	-4	4	-4	0.1
40	Fc1ccc(N2CCN(Cc3ccccn3)CC2)cc1	nt	8	-4	nt	4	-4	nt
41	CCOC(=O)c1c(C)c(C(=O)Nc2ccc(N(C)C)cc2)c(C)n1CC	-1	3	-9	-21	1	-1	nt
42	O=C(c1ccccc1)N1CCN(C(=S)NCCc2ccccc2)CC1	12	6	-2	nt	nt	-1	nt
43	O=C1NCCN(Cc2ccc(-c3ccccc3)cc2)C1CC(=O)N1CCN(CCO)CC1 (configuration not stated)	nt	1	-3	-7	-5	-4	nt
44	O=C(CCN1CCCCC1)NCC[C@H]1CC[C@H](NC(=O)C2CCC2)[C@@H](CO)O1	-2	-2	7	0	23*	0	-0.3
45	O[C@H]1CN(Cc2cccs2)[C@@H](c2ccc(Cl)cc2)C[C@@H]1n1cc(C2CC2)nn1	3	3	-1	5	?	1	1.2

5 records picked at random from the list so far:
nr	Molecule	PglD DTNB	ERp5 block	S100A4 MyoIIA	C2C12 statin	DENV2 CPE rescue	SIRT5 inh	E-selectin induc
35	COc1ccc(N2CCN(Cc3nnnn3C3CCCCC3)CC2)cc1	-1	1	1	19	8	-8	6.6
45	O[C@H]1CN(Cc2cccs2)[C@@H](c2ccc(Cl)cc2)C[C@@H]1n1cc(C2CC2)nn1	3	3	-1	5	?	1	1.2
32	CC(N)c1csc(Nc2cc(Oc3ccccc3)ncn2)n1 (configuration not stated)	0	-4	-5	28	-5	-14	-0.7
31	O=C(Nc1ccc2c(c1)OCCO2)C(C1CC1)N1CCC(Cc2ccccc2)CC1 (configuration not stated)	-1	2	-7	-6	-6	-2	0.1
36	CCOC(=O)c1cc(=O)c2ccc(OCC(=O)Nc3ccccc3)cc2o1	nt	-7	-4	nt	3	nt	-0.2

(further entries)
nr	Molecule	PglD DTNB	ERp5 block	S100A4 MyoIIA	C2C12 statin	DENV2 CPE rescue	SIRT5 inh	E-selectin induc
46	C=CCOc1cccc(C2C(C(=O)c3ccco3)=C(O)C(=O)N2CCN2CCOCC2)c1 (configuration not stated)	1	-10	-10	-1	nt	-6	nt
47	C[C@@H]1CN([C@@H](C)CO)C(=O)c2cccc(NS(=O)(=O)c3cccs3)c2O[C@@H]1CN(C)Cc1ccc(Cl)c(Cl)c1	-6	1	-13	-2	14	-1	23
48	CC(C)CC#Cc1ccc2c(c1)O[C@@H](CN(C)C(=O)c1cccnc1)[C@H](C)CN([C@H](C)CO)S2(=O)=O	0	-4	5	-24	-4	4	-0.2
49	COCCNC(=O)C1(C)CCCN(CC(=O)c2ccc(OC)cc2)C1 (configuration not stated)	2	4	-4	-1	10	0	-0.2
50	CNC[C@H]1Oc2c(NC(=O)NC3CCCCC3)cccc2C(=O)N([C@H](C)CO)C[C@@H]1C	-3	-1	-11	-42	?	nt	0.1
51	CCCCN(C)C(=O)CC(NS(=O)(=O)c1ccc(NC(C)=O)cc1)C(C)C (configuration not stated)	6	-2	1	2	-4	-1	0.0
52	O=S(=O)(c1ccc(SCCOc2ccc(Br)cc2)nc1)N1CCCC1	-2	2	1	10	-2	1	-0.5
53	CC(=O)Nc1ccc(NC(=O)Nc2cccc(C)c2C)cc1	-4	3	-9	-2	-4	-4	nt
54	COc1ccccc1Nc1nc(N)nc(CSC(=S)N2CCN(c3ccccc3)CC2)n1	nt	5	4	nt	8	-1	nt
55	COC(=O)c1c(-c2ccccc2)oc2c1C(OCCO)CCC2 (configuration not stated)	nt	-4	-3	nt	0	0	0.9
56	CCc1nnc(NC(=O)CSc2nnc3c(n2)[nH]c2ccccc23)s1	nt	-4	1	nt	-4	-2	nt
57	CC(OC(=O)CC1CC2CCC1C2)C(=O)Nc1ccc(C(N)=O)cc1 (configuration not stated)	-3	7	-2	5	0	0	nt
58	Cc1noc(C)c1NC(=O)N(C)C[C@@H]1Oc2ccc(NC(=O)Nc3ccc4c(c3)OCO4)cc2C(=O)N([C@@H](C)CO)C[C@H]1C	2	-7	-22	nt	-6	2	-8.6
59	CCC(=O)Nc1ccc(Oc2ccc3c(c2)C(=O)NC3=O)cc1	5	3	3	-25	nt	-2	nt
60	COc1ccccc1NS(=O)(=O)c1ccc(C(=O)NCC(c2ccco2)N(C)C)cc1 (configuration not stated)	0	4	5	6	8	-3	0.5
61	COc1ccc(N2CCN(C(=O)c3cccc(N4C(=O)C5C6C=CC(C6)C5C4=O)c3)CC2)cc1 (configuration not stated)	4	4	-20	5	10	4	nt
62	CC(=O)Nc1ccc(S(=O)(=O)N2CCN=C2c2ccccc2)cc1	-5	-4	-2	12	-9	-1	-0.2
63	O=C1CCC(C(=O)N2CCN(c3cnccn3)CC2)CN1CCc1cccc(F)c1 (configuration not stated)	0	12	3	11	3	-3	0.3
